IMPase Li cell: qHTS Assay for Identifying the Cell-Membrane Permeable IMPase Inhibitors: Potentiation with Lithium; CHO-M1 cells, IP1 TR-FRET (IP-One), carbachol + lithium; Potency, µM (doses to about 59.4 µM), for inactives: at the top dose activity, negative = IMPase inhibition, actives largely listed as inhibitors; hit rate 0.35% among 210,000; AID 1457, 2008;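 further: IP1 builds up when IMPase is blocked and the TR-FRET signal falls; potency means the concentration at half of the fitted maximal effect; plate controls were basal vehicle for no effect and high inhibitor control for full effect; nearly all actives have a fitted effect of over 50% in size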
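Concentration–response in CHO-M1 cells, lithium-potentiated; 30 min at 37C. IP1 detected by competitive TR-FRET after 10 min lysis at RT. Hill-fitted AC50.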
L3MBTL1 block: qHTS Assay for the Inhibitors of L3MBTL1 | AlphaScreen L3MBTL1–H3K9me1 peptide binding | hit rate 0.66% among 230,000 | Lethal(3)malignant brain tumor-like protein 1 (Homo sapiens), Q9Y468 | Potency, µM (highest dose often 57.1 µM), without a hit: at the highest dose activity, negative = inhibition, actives largely listed as inhibitors; further: potency means the concentration at half of the fitted maximal effect; on the % scale 0 is the no-effect control and ±100 the full control effect; nearly all actives have a fitted effect of over 60% in size
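AlphaScreen assay: L3MBTL1 (50 nM final) was preincubated 30 min at room temperature with biotinylated H3(1-15)K9me1 peptide (75 nM final), then 30 min with library compounds; streptavidin donor and nickel chelate acceptor beads (10 ug/mL final) added, 30 min dark.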
HttQ103 aggreg: qHTS Multiplex Assay to Identify Dual Action Probes in a Cell Model of Huntington: Aggregate Formation (GFP); PC12 HttQ103-GFP aggregates, Acumen cytometry, 40 h; hit rate 1.1% among 220,000; Potency, µM (doses to about 46.1 µM), without a hit: at the highest dose activity change, negative = inhibition, hits mostly inhibitors; further: potency means the concentration at half of the fitted maximal effect; on the % scale 0 is the no-effect control and ±100 the full control effect; nearly all actives have a fitted effect of over 60% in size
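Inducible Q103 Huntingtin exon 1–GFP PC12 line, 1500 cells/well in phenol red free DMEM with 5% equine and 5% calf serum. Tebufenozide 100 nM induced expression; compounds titrated; aggregates quantified by cytometry.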
NPSR antagonist: qHTS Assay for Antagonists of the Neuropeptide S Receptor: cAMP Signal Transduction; Q6W5P4; CHO-NPSR cells, cAMP TR-FRET, antagonist mode; Potency, µM (titrated, usually from 38.3 µM), without a hit: at the top dose activity change, negative = inhibition, hits mostly inhibitors; hit rate 1% among 220,000; AID 1461, 2008; further: potency means the concentration at half of the fitted maximal effect; on the % scale 0 is the no-effect control and ±100 the full control effect; nearly all actives have a fitted effect of over 50% in size; many of its hits are not listed in these tables
Target sequence (Q6W5P4 whole entry, looked up): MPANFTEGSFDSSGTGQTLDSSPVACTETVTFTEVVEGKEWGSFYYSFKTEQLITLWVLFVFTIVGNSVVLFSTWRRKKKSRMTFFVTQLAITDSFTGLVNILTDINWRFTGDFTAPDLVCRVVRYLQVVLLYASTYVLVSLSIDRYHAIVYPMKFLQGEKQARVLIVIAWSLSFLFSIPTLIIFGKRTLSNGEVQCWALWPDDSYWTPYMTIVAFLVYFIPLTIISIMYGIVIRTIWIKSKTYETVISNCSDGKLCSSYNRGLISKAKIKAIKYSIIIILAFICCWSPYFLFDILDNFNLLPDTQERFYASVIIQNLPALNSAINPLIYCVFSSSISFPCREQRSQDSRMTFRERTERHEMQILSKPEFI
CBFb-RUNX1 inh: qHTS Assay for Compounds Blocking the Interaction Between CBF-beta and RUNX1 for the Treatment of Acute Myeloid Leukemia; AlphaScreen CBFb-His/RUNX1-biotin binding, biochemical; 230,000 tested, under 10 active; Runt-related transcription factor 1 (Homo sapiens) + Core-binding factor subunit beta …; Potency, µM (doses to about 59.8 µM), for the others: at the top dose activity, negative = inhibition, actives largely listed as inhibitors; further: % of control where 0% means no effect
Target sequence (Q01196 whole entry, looked up): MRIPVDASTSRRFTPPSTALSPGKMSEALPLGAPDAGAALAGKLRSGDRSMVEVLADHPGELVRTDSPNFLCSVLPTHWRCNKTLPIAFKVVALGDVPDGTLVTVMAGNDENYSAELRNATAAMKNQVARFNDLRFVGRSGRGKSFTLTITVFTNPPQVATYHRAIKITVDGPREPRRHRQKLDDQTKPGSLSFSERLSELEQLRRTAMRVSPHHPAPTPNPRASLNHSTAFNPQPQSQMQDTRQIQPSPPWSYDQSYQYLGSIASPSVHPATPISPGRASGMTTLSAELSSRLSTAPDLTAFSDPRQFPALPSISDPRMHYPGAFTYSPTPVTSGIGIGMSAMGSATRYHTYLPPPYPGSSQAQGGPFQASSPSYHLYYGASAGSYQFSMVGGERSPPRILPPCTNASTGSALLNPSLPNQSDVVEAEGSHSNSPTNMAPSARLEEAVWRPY
Target sequence (Q13951 whole entry, looked up): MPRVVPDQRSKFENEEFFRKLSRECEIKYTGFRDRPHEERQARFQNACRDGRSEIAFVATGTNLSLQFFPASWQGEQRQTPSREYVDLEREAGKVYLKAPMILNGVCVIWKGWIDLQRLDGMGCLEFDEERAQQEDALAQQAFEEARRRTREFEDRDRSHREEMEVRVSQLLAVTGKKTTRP
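Proteins preincubated together for 20 min at RT before compound addition; 15 min later, nickel and streptavidin beads were added and left 90 min prior to AlphaScreen measurement.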
Epigenetic derep: Quantitative High-Throughput Screen for Regulators of Epigenetic Control | Potency, µM (doses to about 53.9 µM), for inactives: top-dose GFP activation, actives largely listed as activators | hit rate 0.2% among 280,000 | murine LDR cells, GFP reporter derepression, 30 h; further: potency means the concentration at half of the fitted maximal effect; % of control where 0% means no effect; nearly all actives have a fitted effect of over 60% in size
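Murine LDR cells carrying a silenced, genomically integrated CMV-driven GFP reporter were exposed to compound for 30 hours at 37 C. After PBS washes, GFP-positive cells (20–120 um objects) were counted by laser-scanning microplate cytometry.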
Luc counter: Counterscreen for Luciferase (Kinase-Glo TM) Inhibition | Luciferin 4-monooxygenase (Photuris pensylvanica), Q27757 | Kinase-Glo luciferase, ATP luminescence, 8 min | Potency, µM (series often up to 38.3 µM), for the others: at the top dose activity change, negative = inhibition, usual class: inhibitors | hit rate 0.28% among 200,000; further: potency means the concentration at half of the fitted maximal effect; on the % scale 0 is the no-effect control and ±100 the full control effect; nearly all actives have a fitted effect of over 60% in size
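Compound is pinned into ATP-containing buffer (10 uM ATP, imidazole pH 7.2, 7 mM MgCl2). Kinase-Glo luciferase reagent is then added. Light output is recorded following an 8-min room-temperature incubation.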
Numbers without * were called inactive; u = inconclusive; x = no result given; [ ] = dose if it differs, or a comment. The call rests on the fitted dose curve; in most records, active means well fitted curve in the direction sought with a large enough effect; inconclusive means small, poorly fitted or top-dose-only effect, or another doubt; inactive means no such curve, though single readings can be large; an effect the other way counts as inactive or inconclusive. These rows are one share of the data. The share of hits here may be higher or lower than overall.

Values in the order – IMPase Li cell | L3MBTL1 block | HttQ103 aggreg | NPSR antagonist | CBFb-RUNX1 inh | Epigenetic derep | Luc counter
1. O=C(CN1CCC(c2nc3ccccc3s2)CC1)NCc1ccccc1
 : -0.6% | 1.4% | 6.8% | -5.8%[46.1 µM] | -0.6% | -1.0% | 2.4%
2. CC(=O)Nc1ccc2nc(NC(=O)COc3ccccc3)sc2c1
 : -8.3% | x | -11.3% | -1.2% | -3.1% | -1.1% | 1.0%
3. Cc1ccc(-c2csc(C3=C(O)CN(NC(=O)c4ccc([N+](=O)[O-])cc4)C3=N)n2)cc1
 : -4.7% | -11.7% | 8.0% | 10.6% | -4.4% | 4.6% | -4.0%
4. Cc1cc2c(c(=O)o1)C(C13C=CC(CC1)C3)C(C#N)=C(N)O2 (configuration not stated)
 : 3.4%[38.3 µM] | -9.4% | u | -2.6%[46.1 µM] | -0.9% | -3.2% | 0.0%
5. CCOC(=O)c1c(NC(=O)CSc2nnc(-c3ccccc3)o2)sc(C(C)=O)c1C
 : u | x | 1.0% | 2.9%[46.1 µM] | -5.8% | 2.1% | -1.5%
6. COc1ccc(C2CC(=O)c3sc(NC(C)=O)nc3C2)cc1 (configuration not stated)
 : -15.5% | -0.9% | -0.6% | -8.5% | 3.0% | 4.5% | 11.3%
7. CC(OC(=O)c1ccc2ccccc2n1)C(=O)c1ccccc1 (configuration not stated)
 : 6.7% | -8.6% | 16.3%[9.22 µM] | 3.6% | -0.3% | 4.3% | -17.7%
8. COc1ccc(NCc2nnc(SCC(=O)N3CCCc4ccccc43)n2C)cc1
 : 14.1%[38.3 µM] | -2.1% | 0.9% | u | -1.6% | -3.6% | -1.5%
9. O=C(CCNc1n[nH]c(=O)[nH]c1=O)N/N=C/c1ccc(Cl)cc1
 : 6.2% | x | -7.7% | 13.8% | -0.4% | 1.3% | -3.6%
10. Cc1cccn2c(=O)c(C=NCc3ccco3)c(Nc3ccc(SC(F)F)cc3)nc12
 : -2.7%[38.3 µM] | -1.1% | 4.8% | -13.4%[46.1 µM] | 0.9% | 0.0% | -9.4%
11. COc1ccc(N2CCN(Cc3nc4c(c(=O)[nH]c(=O)n4C)n3CC(C)=O)CC2)cc1
 : 4.6% | -1.6% | -15.8% | -12.0%[46.1 µM] | -3.0% | -1.0% | 0.3%
12. CCOC(=O)c1c(C)n(-c2ccc(OC)cc2)c2ccc(O)c(CN(C)C)c12
 : x | -26.3% | 10.3%[9.22 µM] | -46.2% | -3.1% | 1.1% | x
13. CC[C@H](C)[C@H](NC(N)=O)C(=O)NCCc1ccc(Cl)cc1Cl
 : -4.9% | x | -8.3% | -13.8% | 3.6% | 1.1% | 1.0%
14. O=C(Cc1ccc(-n2c(=O)c3ccccc3n(Cc3ccccc3F)c2=O)cc1)NCC1CCCO1 (configuration not stated)
 : 6.3% | 6.3% | -10.9% | 10.9% | -7.9% | 0.0% | 2.5%
15. COc1ccc(NC(=O)C2CC(=O)N=C(N)S2)cc1 (configuration not stated)
 : 3.0% | 0.7% | -4.2%[9.22 µM] | -12.7% | 2.8% | -3.3% | 1.6%
16. Oc1c(CN2CCOCC2)cc(COCc2ccccc2)c2cccnc12
 : 0.7% | u | u | -16.0%[46.1 µM] | x | 3.98µM* | 3.2%
17. N#CC1=C(N)NC(SCC(=O)Nc2ccccc2)=C(C#N)C12CCCCC2
 : 3.8% | -3.3% | -9.3% | -9.4%[46.1 µM] | 2.1% | 12.8% | -2.3%
18. COCCOC(=O)C1=C(C)Nc2nc(C)nn2C1c1ccccc1 (configuration not stated)
 : -3.8%[38.3 µM] | 1.2% | 15.8% | -2.8%[46.1 µM] | 1.7% | -0.7% | -1.6%
19. Cc1ccc(C(=O)Nc2ccnc(-c3ccncc3)n2)cc1
 : -1.6% | 7.2% | 3.8%[9.22 µM] | 8.3% | -3.2% | -1.3% | -1.0%
20. CCn1cnc2c1c(=O)n(CC(=O)Nc1ccc3c(c1)OC(F)(F)O3)c(=O)n2Cc1ccccc1
 : 19.0%[38.3 µM] | x | -10.0% | -5.9%[46.1 µM] | 0.2% | 1.0% | -1.0%
21. Cc1cccc(NC(=S)NC2CCCC2)n1
 : -8.7% | -6.4%[2.29 µM] | u | -28.6% | -1.4% | 1.2% | 4.2%
22. BrC(=C\c1ccccc1)/C=N/N1CCN(Cc2ccccc2)CC1
 : 21.9%[38.3 µM] | -15.1% | -0.1% | -20.5%[46.1 µM] | 1.7% | 0.0% | 4.1%
23. CCC(=O)Nc1ccc(S(=O)(=O)Nc2cc(C)on2)cc1
 : -1.9%[38.3 µM] | 4.3% | -3.8% | 4.3%[46.1 µM] | 0.6% | 0.1% | 2.3%
24. CCC(=O)Nc1ccc(-n2nnnc2SCC(=O)NNC(=O)c2ccco2)cc1
 : x | x | -18.6%[9.22 µM] | 10.6% | 8.7% | 1.9% | x
25. CC(C)C1Cc2c(sc(NC(=S)NC(=O)c3ccccc3)c2C#N)CO1 (configuration not stated)
 : -14.0% | -6.7% | -6.7% | 2.3%[46.1 µM] | -1.9% | 1.3% | 1.8%
26. COC(=O)NCc1ccc(S(=O)(=O)N2CCOCC2)cc1
 : 11.3%[38.3 µM] | x | -7.4% | 21.1%[46.1 µM] | -0.1% | -1.0% | 5.4%
27. CNC(=O)[C@H]1O[C@H](n2cnc3c(NCc4cccc(I)c4)ncnc32)[C@@H](O)[C@@H]1O
 : 7.0% | x | x | x | 3.1%[21.7 µM] | 0.5% | 0.3%
28. COc1ccc(C(=O)OCc2nc(N)nc(Nc3ccccc3C)n2)cc1OC
 : 23.1% | u | -5.0% | 4.9% | 6.6% | -1.1% | -1.1%
29. CCOC(=O)c1ccccc1NC(=O)CSc1ccc(-c2cccnc2)nn1
 : 12.2% | x | -1.3% | -8.3% | u | 0.0% | -1.4%
30. O=C(CCc1ccc(S(=O)(=O)N2CCOCC2)cc1)Nc1ccc2ccccc2c1
 : 38.5%[38.3 µM] | x | u | u | -0.9% | -0.7% | 1.2%
31. O=C(CC1C(=O)NCCN1C/C=C/c1ccccc1)NCCc1ccncc1 (configuration not stated)
 : -4.8% | 3.2% | 10.5% | 0.0% | -6.4% | 5.6% | -1.8%
32. CCSC1=C(C#N)C(c2ccccc2OC)CC(=O)N1 (configuration not stated)
 : 5.9% | -4.6% | -1.4% | 11.2%[46.1 µM] | -3.4% | -1.0% | -0.9%
33. COc1cccc(Oc2nnnn2-c2ccccc2)c1
 : x | 10.8% | 7.2% | -10.9%[46.1 µM] | 3.9% | -1.0% | x
34. CCOC(=O)COc1ccc(S(=O)(=O)NCc2ccncc2)cc1
 : 11.0% | -1.4% | -4.7% | -1.5%[46.1 µM] | 11.3% | 0.9% | -0.4%
35. COc1ccccc1N1C(=O)CC1(C#N)c1ccc(OCc2ccccc2)cc1 (configuration not stated)
 : 17.9% | 9.5% | -6.2% | -13.6% | 24.3% | -1.9% | -5.8%
36. CC(=O)c1cccc(NC2c3ncccc3C(=O)N2Cc2ccco2)c1 (configuration not stated)
 : 3.0%[38.3 µM] | u | u | -3.2%[46.1 µM] | -3.9% | -1.1% | 0.7%
37. Cn1c(=O)[nH]c(=O)c2c1nc(Br)n2CCSc1nnnn1-c1ccccc1
 : 7.4%[38.3 µM] | -2.0% | 7.5% | 3.6%[46.1 µM] | 6.7% | -1.1% | -1.1%
38. CCOC(=O)C1CCN(S(=O)(=O)c2ccc3c(c2)CCCN3C(C)=O)CC1
 : 3.4% | 5.1% | -3.1% | -7.0%[46.1 µM] | 4.9% | 0.0% | -1.0%
39. Cc1ccsc1-c1nc(CSCC(=O)NCc2ccc3c(c2)OCO3)c(C)o1
 : 4.2%[38.3 µM] | x | 1.7% | -11.4%[46.1 µM] | -6.1% | 0.2% | -2.2%
40. O=C(O)C1CCCCC1C(=O)NCc1ccc(Cl)c(Cl)c1 (configuration not stated)
 : 10.0% | -0.8% | 9.7%[9.22 µM] | -2.9% | -6.6% | -1.1% | -0.6%
41. Cc1ccc2nc(NCCO)nc(-c3ccccc3)c2c1
 : 21.6%[38.3 µM] | x | -17.0% | -12.0%[46.1 µM] | 12.3% | -1.0% | 19.2%
42. Clc1cccc(C[n+]2cc(-c3ccccc3)n3c2CCC3)c1
 : 8.9% | -2.2% | u | -2.3% | 3.3% | 0.0% | -0.5%
43. N#C/C(=C(/O)CSc1ncn[nH]1)c1nc2ccccc2[nH]1
 : 3.0% | -10.5% | 20.8% | 5.9% | -14.4% | 0.1% | -1.8%
44. CCCn1c(SCC(=O)Nc2cc(Cl)ccc2OC)n[nH]c1=O
 : 14.2%[38.3 µM] | x | 0.0% | -27.8%[46.1 µM] | 0.6% | -7.6% | 3.1%
45. O=C(N/N=C/c1ccc(OCc2cnc(Cl)s2)cc1)c1ccncc1
 : 6.9% | -0.2% | -5.1% | -0.8% | -0.1% | -2.4% | 0.7%
46. Cc1ccc(-c2nnn(CC(=O)N(c3cccc(F)c3)C(C(=O)NC3CCCC3)c3ccco3)n2)o1 (configuration not stated)
 : -5.0%[38.3 µM] | -7.2% | 44.4% | -4.6%[46.1 µM] | 5.1% | 0.7% | -4.8%
47. O=C(C1CCN(S(=O)(=O)c2cccc3cccnc23)CC1)N1CC=C(c2ccccc2)CC1
 : 11.2%[38.3 µM] | 4.2% | -12.5% | -10.1%[46.1 µM] | -6.1% | 0.8% | -2.6%
48. N#Cc1c(N)n(-c2ccccc2)c(=O)c2cc([N+](=O)[O-])ccc12
 : -4.1% | 10.8% | -12.2% | -1.1% | -0.3% | -2.0% | 1.0%
49. COc1ccc(Cl)cc1Nc1nc(-c2sc(NC(=O)C(C)(C)C)nc2C)cs1
 : 13.8%[38.3 µM] | -5.2% | u | -3.5%[46.1 µM] | u | -1.1% | 3.6%
50. CC1CCN(C(=O)c2cccc(S(=O)(=O)N3CCCCC3)c2)CC1
 : 6.5%[38.3 µM] | -0.4% | 3.4%[9.22 µM] | -5.2%[46.1 µM] | -4.6% | -5.4% | -2.8%
51. O=C(CSc1nnc(-c2n[nH]c3ccccc23)n1-c1ccccc1)Nc1ccccc1Cl
 : 14.7% | -7.3% | -24.6% | -20.2% | u | 1.1% | -2.1%

Source: PubChem
